# Bioassay records (PubChem BioAssay)
# EPAC1 antagonist = antagonists of human EPAC1; 360,000 compounds, 0.14% hits; O95398; EPAC1 GEF assay, Rap1b-BODIPY-GDP exchange fluorescence; Potency, µM (doses to about 115 µM), inactives show top-dose activity change, negative = inhibition, usual class: inhibitors; AID 720709;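 note: potency is the fitted concentration of half-maximal effect; plate controls were vehicle for no effect and positive control for full effect; nearly all actives have a fitted effect of over 50% in size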
# Target sequence (O95398 whole entry, looked up): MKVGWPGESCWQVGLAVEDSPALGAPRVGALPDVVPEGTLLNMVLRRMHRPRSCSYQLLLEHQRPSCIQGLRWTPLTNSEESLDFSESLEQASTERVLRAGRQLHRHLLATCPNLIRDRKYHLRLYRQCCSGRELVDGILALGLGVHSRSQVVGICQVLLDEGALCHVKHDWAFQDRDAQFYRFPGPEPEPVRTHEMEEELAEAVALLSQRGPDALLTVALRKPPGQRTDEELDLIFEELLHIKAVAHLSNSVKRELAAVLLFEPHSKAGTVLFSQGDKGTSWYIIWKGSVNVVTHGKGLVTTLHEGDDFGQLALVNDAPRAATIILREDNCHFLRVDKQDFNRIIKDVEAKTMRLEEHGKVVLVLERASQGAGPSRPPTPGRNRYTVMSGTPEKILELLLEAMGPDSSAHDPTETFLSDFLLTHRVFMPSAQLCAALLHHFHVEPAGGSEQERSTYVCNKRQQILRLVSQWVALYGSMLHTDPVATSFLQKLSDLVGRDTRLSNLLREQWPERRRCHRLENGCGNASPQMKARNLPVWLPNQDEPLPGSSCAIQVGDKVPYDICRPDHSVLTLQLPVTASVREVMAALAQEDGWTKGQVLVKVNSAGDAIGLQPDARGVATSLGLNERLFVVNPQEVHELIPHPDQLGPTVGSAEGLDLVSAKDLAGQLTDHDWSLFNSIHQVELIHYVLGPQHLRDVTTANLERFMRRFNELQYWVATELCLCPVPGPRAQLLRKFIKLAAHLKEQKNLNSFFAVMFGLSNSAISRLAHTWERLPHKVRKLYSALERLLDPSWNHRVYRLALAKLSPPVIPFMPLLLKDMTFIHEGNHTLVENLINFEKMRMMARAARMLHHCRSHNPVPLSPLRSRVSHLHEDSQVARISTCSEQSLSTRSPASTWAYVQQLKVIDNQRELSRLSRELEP
# EPAC2 antag = EPAC2 (human) antagonism. Q8WZA2. 360,000 compounds, 0.18% hits. Potency, µM (titrated, usually from 114 µM), without a hit: top-dose activity, negative = inhibition, hits mostly inhibitors. AID 720708. EPAC2 GEF exchange of Rap1B-BODIPY-GDP, fluorescence; note: potency is the fitted concentration of half-maximal effect; % is set by controls: 0 for no effect and ±100 for the full control effect; nearly all actives have a fitted effect of over 45% in size; many of its hits are not listed in these tables
# PLK1 PBD block = PLK1 (human) polo-box domain binding inhibition | Plk1 PBD binding of FITC phosphopeptide, fluorescence polarization | Potency, µM, for inactives: max response, negative = inhibition, usual class: inhibitors | 360,000 compounds, 2.8% hits; note: potency is the fitted concentration of half-maximal effect; series mostly up to about 57 µM; % is set by controls: 0 for no effect and ±100 for the full control effect; nearly all actives have a fitted effect of over 65% in size
# WRN helicase inh = WRN helicase (human) inhibition | Q14191 | WRN helicase unwinding, fluorescent forked duplex, kinetic | Potency, µM (highest dose often 114 µM), for the others: top-dose activity change, negative = inhibition, usual class: inhibitors | 360,000 compounds, 0.46% hits; note: potency is the fitted concentration of half-maximal effect; % is set by controls: 0 for no effect and ±100 for the full control effect; nearly all actives have a fitted effect of over 55% in size
#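 Kinetic red-fluorescence monitoring (525/598 nm) tracks WRN helicase activity after 100 nM fluorophore-quencher forked duplex and 2 mM ATP are added to 20 nM enzyme pretreated 15 min at room temperature with compound.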
# EPAC1 agonist = activates human EPAC1 exchange factor; EPAC1 agonist qHTS, biochemical assay; response scale: 100% = response to 6.5 mM cAMP; Potency, µM (top dose mostly 154 µM), inactives show at the highest dose activation, actives largely listed as activators; 360,000 compounds, 0.073% hits; AID 720707; note: potency is the fitted concentration of half-maximal effect; nearly all actives have a fitted effect of over 60% in size
#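 Compounds were pinned as a concentration titration into mixtures of EPAC1 (100 nM), BODIPY-GDP-loaded Rap1B (250 nM) and GDP (50 uM). After 5 min at room temperature, fluorescence was followed for 30 min; activity was scaled to 6.5 mM cAMP.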
# CCT modulator = cytosolic chaperonin activity modulation; purified chaperonin ATPase assay, HTRF ADP detection, 30 min; 360,000 compounds, 0.3% hits; activity change, % (concentration not given with the values), hits read low; in the data active = activity change below about -30%; note: % is set by controls: 0 for no effect and ±100 for the full control effect
#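 Enzyme 40 or 20 nM (batch-dependent) in Tris pH 7.4/KCl/MgCl2/DTT; cpd 76 uM single point; ATP 10 uM; 30 min 37 °C; Transcreener ADP HTRF detection, 30 min RT; ratio 665/615.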
# MmCpn inh = M. maripaludis TRiC chaperonin inhibition. purified Mm-Cpn ATPase, ADP Transcreener TR-FRET. Potency, µM (highest dose often 76.9 µM), inactives show at the top dose activity, negative = inhibition, actives largely listed as inhibitors. 330,000 compounds, 0.031% hits. AID 504842; note: potency is the fitted concentration of half-maximal effect; % is set by controls: 0 for no effect and ±100 for the full control effect; nearly all actives have a fitted effect of over 80% in size
#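 Purified archaeal chaperonin (25 nM final) was preincubated with compound for 10 min at 37°C, then ATP (10 uM final) was added for 30 min at 37°C in Tris pH 7.4/KCl/MgCl2/DTT buffer. ADP was quantified by HTRF Transcreener TR-FRET.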
# PI5P4K alpha inh = PI5P4K alpha (human) kinase inhibition; P48426; PI5P4Kalpha enzyme, ADP-Glo luminescence, 60 min; stronger effect = lower value; max response, %; 330,000 compounds, 1.2% hits; active = max response of -50% or lower; inconclusive = between -30% and -50%; inactive = -30% or higher; note: value at the top dose of about 77 µM; % is set by controls: 0 for no effect and ±100 for the full control effect
#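 Quantitative HTS of the MLSMR library against PI5P4Kalpha with substrate. ATP added last at 5 microM final; room temperature, 60 minutes. Remaining ATP depleted, ADP converted and read as luminescence.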
# Starred values were filed as active, the others as inactive; ? = inconclusive; . = not tested or not shown; [ ] = another dose, or the depositor's remark. Unless noted, calls come from the whole dose curve; as a rule, active = well fitted curve in the direction sought with a large enough effect; inconclusive = small, poorly fitted or top-dose-only effect, or another doubt; inactive = no such curve, though single readings can be large; an effect the other way counts as inactive or inconclusive. These rows are one share of the data; rates above refer to the full screens.
SMILES,EPAC1 antagonist,EPAC2 antag,PLK1 PBD block,WRN helicase inh,EPAC1 agonist,CCT modulator,MmCpn inh,PI5P4K alpha inh
CCN(CC)C(=O)C1CCCN(c2ccc([N+](=O)[O-])cc2[N+](=O)[O-])C1 (configuration not stated),4%,-4%,-1%,5%,-8%,1.4,-2%,7
COC(=O)c1sc(-c2ccccc2)cc1NC(C)=O,?,-14%,-3%,0%,16%,-2.2,-12%,-6
CC1CCCC(NC(=O)C2CCN(S(=O)(=O)N3CCC4(CC3)OCCO4)CC2)C1C (configuration not stated),14%,12%,0%,-9%,-3%,0.2,1%,.
O=C(Cn1c2c(c(=O)n3ncnc13)CCC2)N/N=C/c1ccc(Cl)cc1,2%,4%,2%,2%,6%,-3.1,-1%,4
Cc1cccc(N2CN(Cc3ccco3)CNC2=S)c1,-9%,0%,-11%,1%,-8%,-1.8,1%,13
CC1=C(C)CC(C(=O)Nc2nccs2)C(C(=O)O)C1 (configuration not stated),-4%,10%,-10%,4%,0%,-3.1,2%,-2
CCc1nnc(NC(=O)CSc2nc(C)cs2)s1,4%,3%,-15%,6%,5%,-0.3,1%,-7
COCCNC(=O)c1ccc2snnc2c1,15%,3%,-5%,5%,-2%,-0.2,?,0
CNC(=O)C1CC(=O)N(CCCc2ccccc2)C(=Nc2ccccc2)S1 (configuration not stated),-11%,-9%,3%,-15%,-6%,0.6,3%,2
CC(Oc1ccc2ccc(=O)oc2c1)C(=O)NCCN1CCOCC1 (configuration not stated),-4%,-7%,-8%,-5%,-6%,0.1,0%,3
CC(C)COC(=O)Cc1c(O)c2ccccc2[nH]c1=O,-10%,-4%,-6%,7%,5%,-1.1,-3%,2
COc1ccccc1NC(=O)NC1(C(=O)N2CCCCCC2)CCCCC1,-6%,-5%,-8%,8%,-2%,-2.6,-2%,1
C/C(=N\Nc1ccc(C(F)(F)F)cc1[N+](=O)[O-])C(C)C,10%,-2%,-13%,0%,-2%,-4.3,1%,1
CCCCCCNS(=O)(=O)c1ccc(OC)c(OC)c1,-6%,-17%,-8%,-11%,4%,1.0,-3%,.
Cc1noc(C)c1C(=O)OCC(=O)/C=C1\N(C)c2ccccc2C1(C)C,0%,0%,-3%,0%,6%,-2.1,0%,1
OCCN1CCN(CCO)C1=S,11%,1%,-1%,17%,-3%,-0.1,.,3
O=S(=O)(NCc1cccs1)c1ccccc1Cl,13%,-5%,?,10%,8%,-0.6,2%,4
NC1=NC(=Nc2ccc(S(=O)(=O)N3CCOCC3)cc2)c2ccccc21,7%,0%,-4%,-2%,-3%,-2.0,2%,5
O=C(CCNS(=O)(=O)c1ccc2c(c1)CCC(=O)N2)NCc1ccc2c(c1)OCO2,6%,10%,3%,-13%,-3%,-1.2,0%,.
CCCCN(CC)Cc1ccc(CNC(=S)Nc2ccc(C)cc2Cl)o1,?,-2%,-28%,-22%,-5%,-1.3,0%,-4
O=C(CN1C(=O)C2C3c4ccccc4C(c4ccccc43)C2C1=O)N1CCOCC1 (configuration not stated),11%,13%,-12%,8%,-3%,-0.9,-4%,.
C=CCn1c(-c2cc(-c3ccccc3)sc2N)n[nH]c1=S,4%,5%,-6%,1%,-2%,0.2,-7%,-15
BrC(=C\c1ccccc1)/C=N/N1CCN(Cc2ccccc2)CC1,-2%,-3%,-2%,-15%,7%,-4.0,1%,1
COc1cccc(C(=O)Nc2nnc(S(=O)(=O)N(C)Cc3ccccc3)s2)c1,12%,-9%,-14%,-3%,-8%,-3.9,-2%,3
Cc1ccccc1-c1nsc(SCC(=O)c2ccc(Cl)cc2)n1,-8%,12%,2%,-4%,5%,-0.7,?,18

# Whole records from above. Order of values: EPAC1 antagonist | EPAC2 antag | PLK1 PBD block | WRN helicase inh | EPAC1 agonist | CCT modulator | MmCpn inh | PI5P4K alpha inh
# COc1cccc(C(=O)Nc2nnc(S(=O)(=O)N(C)Cc3ccccc3)s2)c1 in the list: 12% | -9% | -14% | -3% | -8% | -3.9 | -2% | 3
# CCCCN(CC)Cc1ccc(CNC(=S)Nc2ccc(C)cc2Cl)o1 in the list: ? | -2% | -28% | -22% | -5% | -1.3 | 0% | -4
# Cc1noc(C)c1C(=O)OCC(=O)/C=C1\N(C)c2ccccc2C1(C)C in the list: 0% | 0% | -3% | 0% | 6% | -2.1 | 0% | 1
# CC1=C(C)CC(C(=O)Nc2nccs2)C(C(=O)O)C1 (configuration not stated) in the list: -4% | 10% | -10% | 4% | 0% | -3.1 | 2% | -2

# New compounds follow:
SMILES,EPAC1 antagonist,EPAC2 antag,PLK1 PBD block,WRN helicase inh,EPAC1 agonist,CCT modulator,MmCpn inh,PI5P4K alpha inh
CN(C)C1CN(Cc2cn(Cc3ccc(F)cc3)nn2)S(=O)(=O)C1 (configuration not stated),-1%,10%,1%,7%,6%,-0.7,.,-2
CCn1c(=O)c2cc(C(=O)N(C)c3ccc(OC)cc3OC)sc2c2ccccc21,5%,-21%,-20%,-7%,11%,-1.8,1%,4
Cc1ccc(OCC(=O)NNC(=O)c2cccnc2)cc1C,6%,19%,?,12%,-11%,1.6,0%,-6
CCN(CC)S(=O)(=O)c1ccc(NC(=O)C2CC(=O)N(c3ccc4c(c3)OCCO4)C2)cc1 (configuration not stated),7%,0%,3%,-1%,-5%,-0.6,.,-23
COc1ccc(C(=O)OCC(=O)Nc2ccc(Cl)cn2)cc1,-15%,-1%,-1%,13%,6%,-1.7,0%,3
COc1ccc(CCNC(=O)c2ccc(Cl)nc2)cc1,6%,-11%,-7%,-1%,3%,0.4,0%,-15
Cn1c(SCC(=O)NNC(=O)c2ccccc2O)nnc1-c1ccccc1,-9%,5%,-7%,-19%,4%,0.1,0%,-5
CCc1nnc(NC(=O)c2sc3nc(C)cc(COC)c3c2N)s1,-6%,0%,-6%,-1%,13%,-0.3,-8%,-3
O=C(COC(=O)c1nc(Cl)ccc1Cl)Nc1ccc2c(c1)OCO2,-4%,-1%,-11%,-21%[57.1 µM],7%,-1.9,-6%,-9
Cc1cccc(NC(=O)CSc2nnc(-c3ccncc3)n2C)c1,10%,-3%,-1%,-1%,11%,1.8,0%,.
CCCC(C)C(=O)NCc1ccncc1 (configuration not stated),10%,4%,2%,3%,4%,-0.6,-3%,-2
O=c1[nH]cnc2c1ncn2[C@H]1CC[C@@H](CO)O1,-7%,15%,3%,5%,-15%,-1.5,-1%,5
Cc1cc(C)n(CCO)c(=O)n1,-15%,-4%,-10%,3%,4%,0.5,0%,.
O=C(c1ccccc1)c1ccc(Sc2ccc([N+](=O)[O-])cc2)cc1,12%,-2%,-17%,3%,11%,6.9,1%,2
COc1cccc(/C=C/c2ccc3cccc(O)c3n2)c1,7%,4%,-5%,-2%,1%,0.3,-2%,0
COc1ccc(CNC(=O)Nc2ccc(OC)cc2)cc1,-1%,0%,-4%,-4%,8%,-5.4,1%,.
Cc1[nH]c2ccccc2c1/C=C/c1nc2ccccc2c(=O)n1CCO,2%,18%,16%,5%,-7%,-1.6,-4%,-8
Cc1cc(-c2ccc(F)cc2)nc2cc(C(N)=O)nn12,-17%,-1%,-18%,-22%,-2%,-9.7,-4%,?
Cc1cc(-c2cc(-c3ccc(Cl)cc3)on2)nc(NCC2CC2)n1,-29%,-5%,-3%,2%,-2%,0.6,0%,14
CCN(C(=O)c1ccc(S(=O)(=O)N2CCCCC2)cc1)C1CCS(=O)(=O)C1 (configuration not stated),-2%,10%,-13%,9%,1%,-4.3,0%,-3
O=C(NC1CC1)c1cc(-c2ccc(Br)cc2)nc2ccccc12,-11%,-2%,-8%,4%,1%,-2.3,-9%,6
FC(F)c1nnc2c(Cl)cc(C(F)(F)F)cn12,11%,9%,-2%,11%,0%,-3.1,-2%,-2
Cc1cc(C(=O)Nn2cnc3ccccc3c2=O)ccc1[N+](=O)[O-],-7%,-11%,-11%,-10%,-6%,-2.1,-3%,0
COc1cc(SC)ccc1C(=O)N(C)Cc1ccccc1,4%,6%,-11%,5%,3%,-1.9,-1%,-1
CCOC(=O)C(C(=O)OCC)C(C)C#CCN1CCCCC1 (configuration not stated),20%,2%,0%,1%,-8%,-4.1,1%,-3

# 3 structures out of the list, sorted by molar mass, lowest first:
SMILES,EPAC1 antagonist,EPAC2 antag,PLK1 PBD block,WRN helicase inh,EPAC1 agonist,CCT modulator,MmCpn inh,PI5P4K alpha inh
FC(F)c1nnc2c(Cl)cc(C(F)(F)F)cn12,11%,9%,-2%,11%,0%,-3.1,-2%,-2
Cc1[nH]c2ccccc2c1/C=C/c1nc2ccccc2c(=O)n1CCO,2%,18%,16%,5%,-7%,-1.6,-4%,-8
CCN(CC)S(=O)(=O)c1ccc(NC(=O)C2CC(=O)N(c3ccc4c(c3)OCCO4)C2)cc1 (configuration not stated),7%,0%,3%,-1%,-5%,-0.6,.,-23

# (further entries)
SMILES,EPAC1 antagonist,EPAC2 antag,PLK1 PBD block,WRN helicase inh,EPAC1 agonist,CCT modulator,MmCpn inh,PI5P4K alpha inh
O=C(COC(=O)c1cccc(Cl)c1Cl)NC1CCCC1,-1%,4%,-3%,7%,5%,-0.8,0%,-6
CCCCc1cc(=O)oc2cc(OCC(=O)Nc3ccccn3)ccc12,23%,-5%,-2%,-5%,16%,-2.7,-4%,-5
C[C@@H]1CN([C@H](C)CO)C(=O)CCCn2nncc2CO[C@H]1CN(C)Cc1cccc(C(=O)O)c1,-3%,-3%,-17%,-9%,-8%,-3.8,.,2
CCCOc1ccc(C(=O)CCC(=O)OCC(=O)N(C)c2c(N)n(Cc3ccccc3)c(=O)[nH]c2=O)cc1,21%,17%,-9%,-29%,-9%,2.5,-1%,0
COc1ccc(C(=O)CSc2nnc(CNC(=O)c3ccco3)n2C)cc1,2%,-3%,-23%,-4%,1%,-8.6,0%,0
Cc1ccc(/C=C/S(=O)(=O)NCCC(=O)NCc2ccccc2F)cc1,-15%,-10%,-12%,-7%,-3%,-2.0,0%,-7
O=C(NNc1cccc(Cl)n1)c1c(Cl)cccc1Cl,-3%,-5%,-6%,-4%,4%,-0.5,-2%,2
O=C(Nc1ccc(S(=O)(=O)Nc2ncccn2)cc1)c1ccccc1NS(=O)(=O)c1ccc(Cl)cc1,?,6%,-20%,-12%,6%,-0.5,1%,-14
